MDM2 E3 inh: blocks human Mdm2 ubiquitin ligase activity; cell-based MDM2 ubiquitination luciferase reporter, 2 h; 0 = plate control, 100 = twice control, blank-subtracted; signal enhancement, % at 5 µM; hit rate 0.11% among 210,000; AID 1230;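 active means signal enhancement of 30% or more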;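 further: luminescence tracks abundance of the self-degrading MDM2-luciferase fusion protein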
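System: stable MDM2–luciferase fusion reporter cells / Input: 2000 cells seeded into each well / Schedule: 4 h settle plus 2 h compound, 37 °C / Compound: single-point 5 µM / Buffer or medium: cells held in DMEM / Benchmarks: control and blank well means / Evaluation: percent signal gain over controls, blank-subtracted / Measured by: luciferase luminescence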
PERK inh: inhibitors of human PERK kinase; AID 1416; hit rate 0.17% among 220,000; inhibition, % at 5.6 µM; CHO PERK-DD fusion, SEAP luminescence translation reporter;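 active means inhibition above the mean inhibition of all tested compounds plus 3 SD, set separately per screening campaign, cut at about 2.9% in these data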;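 further: PERK kinase domain activated by AP20187 dimerizer at 100 nM; 0% = DMSO with dimerizer and 100% = rapamycin at 8.4 µM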
Target sequence (Q9NZJ5 whole entry, looked up, the tested form may be a part): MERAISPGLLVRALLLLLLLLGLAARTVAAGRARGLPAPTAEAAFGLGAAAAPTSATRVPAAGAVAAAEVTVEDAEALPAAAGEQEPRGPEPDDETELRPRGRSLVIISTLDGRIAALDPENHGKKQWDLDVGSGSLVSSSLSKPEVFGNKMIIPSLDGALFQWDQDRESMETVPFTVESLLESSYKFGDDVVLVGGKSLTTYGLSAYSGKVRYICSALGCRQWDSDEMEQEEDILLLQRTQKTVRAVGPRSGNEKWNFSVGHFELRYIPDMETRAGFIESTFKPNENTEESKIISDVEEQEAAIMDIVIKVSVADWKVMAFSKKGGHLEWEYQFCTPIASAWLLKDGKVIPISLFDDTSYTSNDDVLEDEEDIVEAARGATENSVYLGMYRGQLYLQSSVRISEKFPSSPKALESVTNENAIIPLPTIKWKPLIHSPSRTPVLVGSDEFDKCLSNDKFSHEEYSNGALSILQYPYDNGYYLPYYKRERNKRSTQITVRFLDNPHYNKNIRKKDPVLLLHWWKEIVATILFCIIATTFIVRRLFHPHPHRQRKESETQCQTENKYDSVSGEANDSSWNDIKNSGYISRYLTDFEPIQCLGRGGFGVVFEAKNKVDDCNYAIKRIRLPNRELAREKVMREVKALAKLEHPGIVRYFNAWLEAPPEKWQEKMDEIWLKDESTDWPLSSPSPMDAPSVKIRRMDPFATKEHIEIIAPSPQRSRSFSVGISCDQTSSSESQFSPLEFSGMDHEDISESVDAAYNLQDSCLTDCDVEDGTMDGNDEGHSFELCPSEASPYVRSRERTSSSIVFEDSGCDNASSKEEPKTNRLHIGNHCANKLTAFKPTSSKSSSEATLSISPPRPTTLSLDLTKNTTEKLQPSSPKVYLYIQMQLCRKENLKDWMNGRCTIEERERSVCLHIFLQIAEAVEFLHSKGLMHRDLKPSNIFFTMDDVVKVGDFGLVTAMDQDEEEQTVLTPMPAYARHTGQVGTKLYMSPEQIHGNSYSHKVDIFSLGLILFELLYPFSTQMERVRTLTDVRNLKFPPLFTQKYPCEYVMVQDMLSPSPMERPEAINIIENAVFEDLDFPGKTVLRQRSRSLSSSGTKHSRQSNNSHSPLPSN
zVAD death inh: L929 zVAD cell death inhibition. L929 zVAD necroptosis rescue, ATP luminescence, 24 h; with zVAD 60 µM. viability rescue, % at 10 µM. hit rate 0.38% among 220,000. AID 1377;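 active means activation, scaled between plate controls, above about 75%, limit read from the data; inactive means activation under that limit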;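 further: 0% = zVAD with DMSO and 100% = DMSO alone without zVAD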
KCC2 mod: modulates chloride dependent transport by human KCC2. B-score of Tl+ flux slope (higher = more flux/activation; lower = inhibition) at 10 µM. Q9H2X9. hit rate 2.2% among 190,000. KCC2 cells, thallium flux FluoZin-2 fluorescence;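 active means thallium flux slope and its plate-corrected score both differing from the plate sample mean at a set confidence after two filtering rounds, in either direction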;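 further: slope of fluorescence scaled to starting intensity during 10 to 20 s after thallium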
Calpain2 inh: inhibitors of pig calpain II; purified calpain II, fluorogenic peptide substrate, 30 min; inhibition, % at 16 µM; hit rate 0.37% among 220,000; AID 1236;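 active means inhibition above about 50%, limit read from the data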
eIF4E 4G PPI: blocks eIF4E binding to eIF4G. P63073+Q04637. AID 782. inhibition, % at 21.7 µM. hit rate 0.37% among 220,000. TR-FRET eIF4E-eIF4GI(517-606) binding, 2 h;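 active means inhibition above about 30%, limit read from the data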;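 further: 0% = full FRET control wells and 100% = background wells lacking eIF4GI fragment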
Rad51 HR inh: blocks human Rad51 in homologous recombination | Q06609 | hRad51 DNA strand exchange, fluorescence dequenching | inhibition, % at 10 µM | hit rate 0.085% among 200,000 | AID 1385;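 active means inhibition above 40% at the single screening dose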;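 further: 0% = DMSO control wells and 100% = blanks with heterologous ssDNA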
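Read-out basis: percent inhibition relative to plate controls and blanks / Assay system: human Rad51 nucleoprotein filaments preassembled on unlabelled ssDNA / Timing: filaments 15 min 37 °C, then compound 30 min / Control set: per-plate controls and blanks / Technique: fluorescence dequenching at 485/520 nm / Compound: 10 µM final, single point / Also added: Fluorescein- and BHQ1-tagged 47-mer duplex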
TNF death inh: TNF-alpha cell death inhibition in Jurkat FADD-/- cells; Jurkat FADD-/- TNF necroptosis rescue, ATP luminescence, 24 h; 0 = TNF only, 100 = no-TNF cells; activation (protection from cell death), % at 10 µM; hit rate 0.068% among 220,000; AID 463075;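 active means activation, meaning protection from cell death, of at least 50% relative to plate controls; inactive means activation below 50%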;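 further: necroptosis triggered by 40 ng/mL TNF-alpha added together with compound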
EBV gp42 block: blocks Epstein-Barr virus glycoprotein 42 binding; AID 1085; inhibition, % (tested at 21.74 µM); hit rate 0.42% among 220,000; Fluorescence polarization binding assay, mP read-out; in the data active means inhibition above about 50%
Starred values were filed as active, the others as inactive; . = no result given; [ ] = dose if it differs, or a comment.

Order of results – eIF4E 4G PPI	TNF death inh	KCC2 mod	EBV gp42 block	Calpain2 inh	PERK inh	zVAD death inh	MDM2 E3 inh	Rad51 HR inh
1. O=C(c1cccc(Br)c1)N1CCN(C(=O)c2cccc(Br)c2)CC1
  4	0.0	-0.012	4	21	-0.7	1.6	-12	7
2. COC(=O)C1=C(NC(=O)COc2ccc3ccccc3c2)CCS1
  0	0.6	0.3	4	-166	1.4	1.9	-9	1
3. Cc1ccc(CNC(=O)C(C)C2Sc3ccccc3NC2=O)cc1 (centres undefined)
  -5	9.7	-0.84	-13	-4	0.3	0.8	-8	.
4. CCOC(=O)c1cc(CC)sc1NC(=O)c1ccc([N+](=O)[O-])c(N2CCOCC2)c1
  -2[fluorescence artefact?]	1.3	0.44	-12	8	0.9	.	0	.
5. CCn1c(SCC(=O)Nc2ccc3c(c2)OCO3)nc2c1c(=O)n(C)c(=O)n2C
  -5	-2.0	.	-26	8	-1.0	0.2	-1	3
6. COc1ccc(CCN(Cc2ccc(C(C)C)cc2)S(=O)(=O)c2ccc(S(=O)(=O)N(C)C)cc2)cc1OC
  2	2.8	1.4	-3	9	0.2	0.9	-8	-3
7. CC(=O)c1c(N2CCC(C(N)=O)CC2)nc(=S)n(-c2ccccc2)c1C
  2	-0.9	0.6	15	12	0.4	0.2	-5	5
8. O=[N+]([O-])c1ccc(O)c(/C=N/n2cnc3ccccc32)c1
  -2	-3.3	-4.5*	17	8	1.1	0.2	-12	-4
9. CCCOc1ccc(/C=N/NC(=O)C2CCCN2S(=O)(=O)c2ccc(Cl)cc2)cc1 (centres undefined)
  -2	-4.8	-0.72	8	10	-0.3	-0.1	-12	0
10. CC(=O)CCN1CCOCC1
  13	2.4	0.57	-18	-15	0.3	0.3	-11	4

(cont.)
Order of results – eIF4E 4G PPI	TNF death inh	KCC2 mod	EBV gp42 block	Calpain2 inh	PERK inh	zVAD death inh	MDM2 E3 inh	Rad51 HR inh
11. OCCN1CCN(C(c2cccs2)c2ccc3cccnc3c2O)CC1 (centres undefined)
  46*[fluorescence artefact?]	-16	2.2	-4	10	2.5	0.6	0	4
12. CSc1ncc(Cl)c(C(=O)Nc2ccccc2Br)n1
  -2	-3.1	0.14	-8	1	-0.6	0.0	-13	7
13. O=C(NCCC1=CCCCC1)Nc1ccc2nsnc2c1
  0	1.8	1.5	-10	-336	-0.9	50	-19	9
14. CCCCSc1nnc2c(n1)[nH]c1ccccc12
  -12	-3.5	-0.16	-3	19	0.5	0.6	-31	-1
15. NNC(=O)Cn1nnc(-c2ccc(C(F)(F)F)cc2)n1
  0	4.4	0.44	-24	-1	1.3	0.7	-9	22
16. COc1cccc(CN2CCN(C(=O)Nc3ccc([N+](=O)[O-])cc3)CC2)c1
  0	-1.6	-0.95	-8	8	0.3	-0.5	15	.
17. C/C(=N/OC(=O)c1ccc(C)cc1)C(=O)c1ccc(Br)cc1
  -5	0.9	2.6	1	-2	1.3	0.9	3	.
18. CCCCN(C)C(=O)C1CCC(=O)N(c2cc(OC)c(OC)c(OC)c2)C1c1ccc(OC)cc1 (centres undefined)
  2	-1.8	-1.1	4	-8	-0.9	-0.5	-3	-8
19. CC1(C)CC(C(CC(=O)O)c2ccccc2)CCO1 (centres undefined)
  -1	1.5	.	-6	11	1.0	0.6	-7	-10
20. O=C(c1ccc(COc2ccccc2Br)o1)N1N=C(C(F)F)CC1(O)C(F)F (centres undefined)
  -2	0.1	0.075	4	22	0.3	0.0	4	7

Remaining list, next part.
Order of results – eIF4E 4G PPI	TNF death inh	KCC2 mod	EBV gp42 block	Calpain2 inh	PERK inh	zVAD death inh	MDM2 E3 inh	Rad51 HR inh
21. CCOc1ccccc1N1CCN(C(=O)/C=C/c2cccc([N+](=O)[O-])c2)CC1
  -4	-0.9	-3.8*	-18	30	-0.5	0.6	-1	3
22. O=C(NC1CCCC1)c1ccc(CSc2nc3ccncc3n2Cc2ccc(F)cc2)cc1
  -2	-0.2	-1.6	-6	15	-0.2	.	.	-1
23. CCC(CC)Nc1ccc(C(CC(N)=O)NC(=O)Cc2ccc(Br)cc2)cc1[N+](=O)[O-] (centres undefined)
  -7	0.9	-0.047	-73	-8	.	2.6	10	-10
24. Cc1ccccc1NC(=S)NCCc1c[nH]c2ccccc12
  -1	-10	-0.89	-11	27	-0.1	-0.6	-12	0
25. O=C(OCc1cc2ccccc2[nH]c1=O)c1ccncc1
  1	-0.9	0.5	-24	-9	1.0	-0.1	-11	10
26. O=C(c1cccc(COCC(F)(F)C(F)F)c1)N1CCN(c2ccccc2)CC1
  -6	-1.0	0.046	-1	13	-0.2	-1.0	-14	.
27. CCOc1ccc(NC(=O)CSc2nc3[nH]ncc3c(=O)n2-c2ccccc2OC)cc1
  4[fluorescence artefact?]	2.7	0.35	-6	-13	0.3	.	1	.
28. CCS(=O)(=O)N1CCN(c2c(Cl)cccc2[N+](=O)[O-])CC1
  -1	-5.3	.	8	34	-0.3	-0.3	-16	-1
29. FC(F)(F)c1cccc(NC(=S)NC2CCCC2)c1
  0	-3.3	-1.7	-11	21	0.7	0.3	-12	11
30. O=C(Nc1scc(-c2ccccc2)c1C(=O)O)c1ccco1
  9	-3.3	0.054	-4	6	0.9	0.1	-27	-5

Next part.
Order of results – eIF4E 4G PPI	TNF death inh	KCC2 mod	EBV gp42 block	Calpain2 inh	PERK inh	zVAD death inh	MDM2 E3 inh	Rad51 HR inh
31. COc1cc(/C=N/NC(=O)/C(=C\c2ccc3c(c2)OCO3)NC(=O)c2ccccc2)ccc1O
  2	-0.2	-0.96	-3	-37	0.0	0.1	-4	2
32. CCOc1ccc(NC(=O)C(c2ccccn2)N(C(=O)CCl)c2ccc(OC)cc2)cc1 (centres undefined)
  12	4.9	-0.71	-20	2	1.1	1.4	1	0
33. O=C1CC(c2ccccc2)CC(=O)N1c1ccccc1
  -7	3.0	0.38	-6	-11	0.4	0.2	-5	13
34. CCOC(=O)c1cc(C(=O)c2cc(Br)ccc2O)coc1=N
  1	-0.6	-0.51	4	5	-0.3	0.1	13	20
35. CC(=O)OCC(OC(C)=O)C(OC(C)=O)C(OC(C)=O)C(=O)Nc1ccc(C)cc1C (centres undefined)
  -9	0.4	-0.023	-9	11	-0.4	0.1	1	-4
36. O=C(Nc1nnc(-c2ccccn2)o1)c1cccc(Br)c1
  4[fluorescence artefact?]	-2.7	2	-17	13	0.6	2.0	-12	-1
37. C=CCOCCN1C(=O)C2C3C=CC(C2C1=O)C1C2C(=O)N(CCOCC=C)C(=O)C2C31 (centres undefined)
  8	0.0	0.93	4	-22	-0.1	0.9	.	.
38. Cc1ccc2c(c1)nnn2C1CCN(C(=O)C2CCCCC2)CC1
  4[fluorescence artefact?]	0.6	0.3	-20	-18	-0.2	1.7	-9	4
39. O=C(O)C(Cc1ccccc1)n1cccc1 (centres undefined)
  -5	0.1	-1.3	3	-43	0.5	0.5	-23	0
40. NC(=O)COc1ccccc1
  4	2.2	-0.35	-11	-23	0.5	0.9	5	18

Reformatted: results already given.
cpd	mol	eIF4E 4G PPI	TNF death inh	KCC2 mod	EBV gp42 block	Calpain2 inh	PERK inh	zVAD death inh	MDM2 E3 inh	Rad51 HR inh
39	O=C(O)C(Cc1ccccc1)n1cccc1 (centres undefined)	-5	0.1	-1.3	3	-43	0.5	0.5	-23	0
40	NC(=O)COc1ccccc1	4	2.2	-0.35	-11	-23	0.5	0.9	5	18

New compounds follow
Order of results – eIF4E 4G PPI	TNF death inh	KCC2 mod	EBV gp42 block	Calpain2 inh	PERK inh	zVAD death inh	MDM2 E3 inh	Rad51 HR inh
41. CCN(CC(=O)Nc1ccc2c(c1)OCCO2)C(=O)/C=C/c1ccccc1
  4	0.6	-0.74	-27	-11	2.1	-0.6	-24	-10
42. CCc1cccc(C)c1NC(=S)N(CCN(C)C)C(C)c1ccco1 (centres undefined)
  -7	1.6	-0.68	-14	14	1.3	-0.1	.	5
43. CC(C)(C)c1cc(C(=O)NCC(=O)OCC(=O)c2cccc([N+](=O)[O-])c2)cc(C(C)(C)C)c1
  11	0.2	0.45	-16	14	0.4	0.2	10	0
44. CC(=O)Nc1cc(-c2nn(CC(=O)N3CCCCC3)c(=O)c3ccccc23)ccc1N1CCOCC1
  -2	-1.4	.	-11	-14	0.3	-0.4	-12	0
45. O=C(Cc1ccccc1)NC1c2ccccc2-c2ccccc21
  0	1.4	0.9	-2	21	-0.1	1.6	-14	0
46. CCOC(=O)c1c(C)c(C(=O)NCc2ccc3c(c2)OCO3)c(C)n1CC
  3	2.3	-1.2	-12	-2	-0.3	.	3	.
47. CN1/C(=C\C(=O)COC(=O)CNC(=O)c2ccc3ccccc3c2)C(C)(C)c2ccccc21
  -6[fluorescence artefact?]	-7.4	-0.045	-47	-52	1.0	0.0	7	-13
48. CN(c1ccccc1C(=O)NCc1ccccn1)S(C)(=O)=O
  2[fluorescence artefact?]	-1.4	0.63	-3	-39	0.4	-0.1	-12	9
49. Cc1occc1C(=O)Nc1cccnc1
  5	-0.5	-0.16	1	11	0.6	0.1	-8	-5
50. CCNC(=S)Nc1ccc(-c2nc3ccccc3[nH]2)cc1
  -1	6.0	-0.68	2	-9	0.5	7.2	-16	.

Continuation:
Order of results – eIF4E 4G PPI	TNF death inh	KCC2 mod	EBV gp42 block	Calpain2 inh	PERK inh	zVAD death inh	MDM2 E3 inh	Rad51 HR inh
51. O=C(O)Cc1ccccc1C(=O)O
  0	-0.8	0.11	-6	7	-0.2	-0.2	7	-2
52. Clc1ccc(CSc2ccc(-c3ccccn3)nn2)cc1
  5	0.9	0.19	-8	-6	0.9	21	-4	-5
53. COC(=O)CSc1nc(-c2ccc(F)cc2)cc(C(F)(F)F)n1
  -7	-1.3	0.72	0	17	0.5	0.3	-9	-1
54. O=C(C1=C[C@@H](c2ccccc2)C[C@@H](OCc2ccc(CO)cc2)O1)N1CCCCCCC1
  7	2.8	-1.1	-11	27	0.9	0.6	.	.
55. Cn1c(COc2ccc3ccccc3c2)nnc1SCC(=O)OC1CCCCC1
  1	0.0	-2.5	1	15	0.7	0.0	-1	-2
56. Oc1ccc(N2CCN(Cc3ccc(OCCCN4CCCCC4)cc3)CC2)cc1
  -1	-4.5	1.1	-3	-110	-0.8	0.4	-28	-12
57. C=C(C)CSc1nnc([C@@H](NC(=O)OC(C)(C)C)C(C)CC)o1 (some centres undefined)
  6	-3.5	0.42	-17	-10	-0.7	0.0	-11	2
58. COc1cc(C(=O)OCn2nnc3ccccc3c2=O)cc(OC)c1OC
  1[fluorescence artefact?]	-2.2	-0.3	-9	-4	-2.2	0.8	-4	0
